Screens as filed in PubChem BioAssay.
IMP-1 inhibitor: blocks Pseudomonas aeruginosa IMP-1 metallo-beta-lactamase. inhibition, % at 5.6 µM. AID 1556. 290,000 tested, 0.45% active. purified IMP-1, nitrocefin hydrolysis, epi-absorbance fluorescence;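 active means inhibition above the mean plus 3 SD of all compounds in the same screening run, cut at about 4.5% in these data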;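 further: 0% = IMP-1 with DMSO and 100% = DMSO wells lacking enzyme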
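System: purified IMP-1 / Input: IMP-1 dispensed at 0.2 nM / Medium: 50 mM HEPES pH 7.1, 50 µM ZnSO4, 0.05% Brij 35 / Timing: 15 min enzyme–compound preincubation, then 25 min nitrocefin reaction, 25 °C / Technique: plate fluorescence quenching by hydrolysis product, ex 480/em 530 nm / Repeats: singlicate testing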
NALP1 inh: inhibitors of NALP1 inflammasome in yeast. S. cerevisiae NALP1/ASC/caspase-1 growth, X-gal OD620, 72 h. inhibition, % at 10 µM. 280,000 tested, 0.61% active; in the data active means inhibition mostly above about 24%, no sharp cut-off; inactive means mostly below about 32%; further: some compounds called inactive have numbers as strong as hits
M18AAP inhibitor: PfM18AAP enzyme inhibition | recombinant PfM18AAP, H-Glu-NHMec fluorogenic cleavage | inhibition, % at 7.35 µM | 290,000 tested, 1.2% active | AID 1822;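 active means inhibition above the campaign mean inhibition over all tested compounds plus 3 SD, cut at about 28% in these data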;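 further: 0% = plate median of test compound wells and 100% = 2 mM ZnCl2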
UBC9 SUMO inh: blocks human SUMOylation mediated by UBC9; HTRF SUMOylation assay, SAE1/SAE2 + UBC9, in vitro; inhibition, % at 35 µM; 290,000 tested, 0.36% active; in the data active means inhibition above about 50%, passing the limit was not always enough; inconclusive means no clear call, values can overlap the other calls; further: strong numbers were not always called active
Target sequence (P63279 whole entry, looked up): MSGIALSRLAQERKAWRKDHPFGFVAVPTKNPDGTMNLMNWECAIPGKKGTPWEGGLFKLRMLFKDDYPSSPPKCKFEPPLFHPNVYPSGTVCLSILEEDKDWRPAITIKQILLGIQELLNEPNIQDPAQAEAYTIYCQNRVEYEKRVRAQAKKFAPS
MEKK2mut PB1 HTS: signal of MEK5 binding to mutant human MEKK2 PB1 domain; bead flow cytometry, Alexa488-MEK5 binding to MEKK2 mutant; percent response, % at 10 µM; 290,000 tested, 0.35% active; AID 1530; in the data active means percent response above about 24%, passing the limit was not always enough; further: inactives centre near 1; some results filed as inactive read as strong as hits; reference of the scale not given here
NS3 helicase inh: inhibitors of Hepatitis C virus NS3 helicase | AID 1800 | NS3 helicase DNA unwinding, Cy5 molecular beacon fluorescence | 290,000 tested, 0.56% active | inhibition, % at 10.9 µM;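 active means inhibition above the mean of all tested compounds plus 3 SD, set per campaign, cut at about 35% in these data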;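 further: 0% = DMSO wells and 100% = thioflavine S control wells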
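Test system: hepatitis C virus NS3 helicase domain fragment enzyme. Also added: annealed dual-labelled DNA beacon duplex, ATP-started. Timing: 60 min unwinding reaction at 25 °C after ATP addition. Technique: Cy5 fluorescence. Measure: % inhibition of unwinding.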
VIM-2 inh: blocks Pseudomonas aeruginosa VIM-2 metallo-beta-lactamase; purified VIM-2, nitrocefin hydrolysis, epi-absorbance fluorescence; inhibition, % at 5.6 µM; 290,000 tested, 0.89% active; AID 1527;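 active means inhibition above the mean of all tested compounds plus 3 SD, cutoff set per screening run, cut at about 7.5% in these data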;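 further: red hydrolysis product quenches plate fluorescence so inhibitors raise well fluorescence; 0% = enzyme with DMSO and 100% = DMSO without enzyme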
FID counter: displaces DNA intercalator in HCV helicase counter-screen | DNA fluorescent intercalator displacement, fluorescence | inhibition, % at 7.9 µM | 290,000 tested, 0.17% active | AID 1845; in the data active means inhibition above about 37%;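 further: 0% = vehicle and 100% = reference compound; higher means more ethidium bromide displaced from hairpin DNA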
MEKK2wt PB1 HTS: raises or lowers MEK5 binding to wildtype human MEKK2 PB1 domain; Q9Y2U5; bead flow cytometry, Alexa488-MEK5 binding to MEKK2 WT; actives lie on both sides; binding response (% of control), % at 10 µM; 290,000 tested, 1.1% active; AID 1531; in the data active means binding response below about 67% or above about 130%; inconclusive means no clear call, values can overlap the other calls; inactive means in between
Numbers without * were called inactive; ? = inconclusive; . = not tested or not shown.

SMILES	IMP-1 inhibitor	NALP1 inh	M18AAP inhibitor	UBC9 SUMO inh	MEKK2mut PB1 HTS	NS3 helicase inh	VIM-2 inh	FID counter	MEKK2wt PB1 HTS
C/C(=N\N1CCN(Cc2ccc(Cl)cc2)CC1)c1ccc(F)cc1	-2.9	3	-5	5	5	-12	-3.1	-3	112
COc1ccnc(Oc2ccc(C)cc2C)c1C#N	2.6	6	-17	29	4	-8	-1.6	-2	108
O=C(OCCN=C1NS(=O)(=O)c2ccccc21)c1cccc([N+](=O)[O-])c1	-3.1	12	0	2	-9	5	-0.8	2	91
O=C1CCCCC1C(Nc1ccc(Br)cc1)c1ccccc1 (stereo not drawn)	-3.8	20	-1	10	.	-12	-3.2	-3	.
O=C1CC(c2ccc(F)cc2)C(n2cncn2)C(O)=C1C1NCCc2ccccc21 (stereo not drawn)	-4.1	13	23	26	-3	18	-0.8	-38	99
O=C(c1ccccc1-c1nc(-c2ccc(Cl)cc2)no1)N1CCCC1	-5.4	-3	-2	-1	-7	-2	-2.4	-32	92
Nc1ccc(Nc2ccccc2N)cc1	-3.4	17	9	-3	-3	-14	-3.4	1	69
Cc1ccc(NC(=O)c2cccc3c2C(=O)N(C2CCCCC2)C3)cc1	-1.4	12	-4	3	-1	3	0.4	-3	98
CC1(C)OC(=O)C=C(CC2NS(=O)(=O)OC3CCCCC23)O1 (stereo not drawn)	-1.7	16	-6	10	-7	22	-0.4	-4	98
Cc1cc(-c2csc(NC(=O)c3cc4ccccc4o3)n2)c(C)n1C	-1.1	4	14	32	1	50*	-2.9	-13	99
CC1(C)Nc2ccccc2C(=O)N1c1ccccc1	-3.0	-1	0	12	3	-6	1.4	-2	98
COc1ccc(-c2cc(C(=O)Nc3cc(OC)c(OC)c(OC)c3)no2)cc1	-2.6	10	1	12	5	9	-3.1	-23	104
COc1ccc(NC(=O)C(c2ccc(C)cc2)N(C)C(=O)Cc2cccs2)cc1 (stereo not drawn)	-1.3	20	6	-2	-1	7	-3.5	-32	106
COC(=O)c1ccc(NC(=O)C(=O)N2CCN(C(=S)Nc3cccc(OC)c3)CC2)cc1	-3.4	16	4	6	-2	-4	-2.9	-9	105
CCCSc1nnc(CN2CCOCC2)n1C	-0.4	.	1	2	0	-2	0.3	-2	101
CCOC(=O)c1cccc(NC(=S)N2CCN(c3ncc4c(=O)c(C(=O)O)cn(CC)c4n3)CC2)c1	-1.1	2	0	9	-2	4	-1.2	-7	97
COc1ccc(C)cc1S(=O)(=O)N(CC(=O)Nc1cccc([N+](=O)[O-])c1)c1cc(C)cc(C)c1	-1.1	38	-3	-6	8	-5	-0.3	4	117
COc1ccc(OC)c(S(=O)(=O)n2cnc3cc(C)c(C)cc32)c1	-5.5	2	4	-14	-1	-7	-1.4	-12	96
CCS(=O)(=O)c1ccc(O)c(NC(=O)Nc2ccc(C(C)(C)C)cc2)c1	-2.5	.	3	-11	-1	5	-3.0	-11	91
CCCOC(=O)c1ccc(NC(=O)c2ccccc2OC)cc1	-2.7	5	-7	16	-3	-2	-3.6	-24	105
CCOC(=O)N1CCN(C(=O)Cn2c(C)cc3ccccc3c2=O)CC1	-5.5	-6	-3	-6	5	-3	-0.4	-12	101
NC(=O)c1cccnc1Oc1ccc(Cl)cc1Cl	-3.0	5	-2	4	8	-14	-1.8	-2	102
CC1(C)CC(NS(=O)(=O)c2cccc3ccccc23)CC(C)(C)N1	-5.0	8	-3	-8	9	2	-2.9	14	119
CCCCCCCCS(=O)c1sc2nc(C)cc(C)c2c1N (stereo not drawn)	1.1	17	15	16	0	8	1.2	-1	102
COc1ccc(C)cc1S(=O)(=O)N(CC(=O)N1CCCC1)c1ccc(C)cc1	-3.1	-4	1	8	5	-3	-0.1	-46	108
C=CCn1c(SCCC)nc(O)cc1=O	-4.6	16	0	-1	-2	8	-4.4	-23	100
CCc1ccc(NC(=O)CSc2nnc(Cc3cccn3C)n2-c2ccc(F)cc2)cc1	-1.9	20	3	-4	3	5	0.1	-16	98
Cc1nnc(SCC(=O)NN2C(=O)NC3(CCCCC3)C2=O)s1	0.1	15	-7	1	3	3	-1.5	0	107
Cc1ccc2c(c1)NC(=O)c1cccc([N+](=O)[O-])c1CO2	-3.0	5	6	21	-2	-1	1.4	1	103
C#CCSc1nnc(-c2ccc(OC)cc2)o1	1.7	6	-7	-2	7	9	-0.7	-2	125

Just UBC9 SUMO inh, FID counter and MEKK2mut PB1 HTS, for some of the entries so far:
Molecule | UBC9 SUMO inh | FID counter | MEKK2mut PB1 HTS
COc1ccc(C)cc1S(=O)(=O)N(CC(=O)N1CCCC1)c1ccc(C)cc1 | 8 | -46 | 5
Cc1ccc2c(c1)NC(=O)c1cccc([N+](=O)[O-])c1CO2 | 21 | 1 | -2
CCOC(=O)N1CCN(C(=O)Cn2c(C)cc3ccccc3c2=O)CC1 | -6 | -12 | 5
CCc1ccc(NC(=O)CSc2nnc(Cc3cccn3C)n2-c2ccc(F)cc2)cc1 | -4 | -16 | 3
CCCCCCCCS(=O)c1sc2nc(C)cc(C)c2c1N (stereo not drawn) | 16 | -1 | 0

Following part.
SMILES	IMP-1 inhibitor	NALP1 inh	M18AAP inhibitor	UBC9 SUMO inh	MEKK2mut PB1 HTS	NS3 helicase inh	VIM-2 inh	FID counter	MEKK2wt PB1 HTS
CCn1c(Cc2ccccc2)nnc1SCC(=O)N1CCCCC1	-3.3	6	-2	-3	2	-5	-5.0	-10	100
Cc1c(C(=O)N2CCCC2)c(S(=O)(=O)NCC(C)c2ccccc2)c(C)n1C (stereo not drawn)	1.3	10	-12	-3	-1	30	0.0	-31	99
CCOC(=O)/C(=N/Nc1ccccc1)Sc1nnc(CCc2ccccc2)n1-c1ccccc1	-0.3	16	-7	4	-4	1	-0.5	-36	98
CC(=O)c1c(C)[nH]c(C(=O)Nc2ccccc2Cl)c1C	-0.5	-24	-1	-1	3	5	-0.2	-11	102
C=CCN1C(=O)/C(=C/c2ccc(OC)cc2)S/C1=N/c1nccs1	-3.0	33	-3	21	7	-2	-0.4	-2	113
Oc1ccccc1OCc1nc2ccccc2s1	-3.1	15	2	6	2	3	-2.9	2	107
N#Cc1ccc(Oc2ccc(/C=N/O)cn2)cc1	-1.0	23	2	22	2	1	1.2	-3	105
Cc1nc(C(=O)Nc2ccc(F)cc2)nn1-c1ccc([N+](=O)[O-])cc1	-3.8	32	-11	14	4	6	-1.8	6	97
COc1ccc(OC)c(NC(=O)Cn2c(-c3ccc(Cl)cc3)noc2=O)c1	-2.5	-3	0	0	0	-9	-1.6	-5	101
CC1CCN(c2ccc([N+](=O)[O-])c(SCCO)c2)CC1	-0.8	.	2	-1	-27	8	0.0	-5	?
O=P(CCN1CCCCC1)(c1ccccc1)c1ccccc1	-1.7	0	7	5	0	4	-3.2	-1	100
C/C(=N\NC(=O)C1CC1)c1ccc(C(C)(C)C)cc1	-0.9	12	-1	-2	-1	-5	-0.9	-29	103
Cc1ccnc(Sc2ccc([N+](=O)[O-])cn2)n1	-1.9	4	4	-9	-5	4	-1.8	-1	88
CCN(C(=O)CN1C(=O)c2ccc([N+](=O)[O-])cc2C1=O)C1CCCCC1	-0.9	6	-11	8	8	-1	0.6	-7	108
COc1ccc(Cc2nnc(NC(=O)c3ccccc3Cl)s2)cc1OC	-2.4	11	1	11	2	2	-1.9	-28	102
O=C(Nc1nc(-c2nc3ccccc3s2)cs1)C1COc2ccccc2O1 (stereo not drawn)	-1.6	16	-9	-10	8	-6	-1.3	3	108
O=C(O)CCCC(=O)Nc1ccccc1-n1ccnc1	-0.9	5	-2	8	8	-1	-2.4	3	104
CC1=CC(=C2N=C(c3ccccc3)OC2=O)C=C(C)O1	-1.3	4	5	13	0	4	-1.0	3	99
S=C(NNc1cccc(Cl)c1)NC1CCCCC1	-3.5	-4	13	21	1	0	-3.6	9	103

Individual results from the results shown.
O=C(Nc1nc(-c2nc3ccccc3s2)cs1)C1COc2ccccc2O1 (stereo not drawn) | NALP1 inh = 16
S=C(NNc1cccc(Cl)c1)NC1CCCCC1 | MEKK2wt PB1 HTS = 103

For reference, 2 of the compounds above:
SMILES	IMP-1 inhibitor	NALP1 inh	M18AAP inhibitor	UBC9 SUMO inh	MEKK2mut PB1 HTS	NS3 helicase inh	VIM-2 inh	FID counter	MEKK2wt PB1 HTS
O=P(CCN1CCCCC1)(c1ccccc1)c1ccccc1	-1.7	0	7	5	0	4	-3.2	-1	100
C/C(=N\NC(=O)C1CC1)c1ccc(C(C)(C)C)cc1	-0.9	12	-1	-2	-1	-5	-0.9	-29	103
